PAX8 reporter – inhibitors of PAX8-driven TPO luciferase reporter, primary screen, RMG-I cells, single concentration; actives 1.2% (n = 360,000); SteadyGlo, 24 h; inhibition, % at 12.6 µM;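 active means mean replicate inhibition at least 60% with every replicate also reaching 60%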;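 further: luciferase light reporting Pax8 driven TPO promoter activity; plate controls were median of neutral control wells for no effect and mitoxantrone controls for full effect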
LGR2 inh – inhibitors of bursicon-induced LGR2 CRE-luciferase signal, primary screen, cell-based, HEK293, CRE-luciferase reporter, bursicon stimulation | inhibition, % at 9.99 µM | bursicon-stimulated, 4 h | actives 0.35% (n = 380,000) | Drosophila bursicon receptor LGR2 (rickets);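 active means drop in luminescence signal, shown as inhibition above about 50% in the replicate tests, limit read from the data, passing the limit was not always enough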;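 further: agonist challenge used bursicon conditioned medium at about half maximal strength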
PGC1a acetyl inh – inhibitors of PGC1a acetylation signal, primary screen, cell-based, U2OS, AlphaScreen, inhibitor mode. AlphaScreen anti-acetyl-lysine; with virally co-expressed GCN5 acetyltransferase. inhibition, % at 15.6 µM. actives 0.17% (n = 350,000);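 active means every replicate shows inhibition of at least 40%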;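 further: 0% = neutral control wells and 100% = positive control wells; some results beyond the cut were filed as inactive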
ERAP1 HTS inh – human ERAP1 aminopeptidase inhibitors, primary screen, biochemical, single point, plate reader. Endoplasmic reticulum aminopeptidase 1 (Homo sapiens), Q9NZ08. actives 0.15% (n = 340,000). inhibition, % at 10.7 µM. recombinant ERAP1, Leu-AMC fluorescence, 60 min;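 active means mean replicate inhibition of at least 30%, or all replicates individually reaching that 30% level; inactive means mean below 30% and not every replicate reaching it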;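 further: 0% = neutral control wells and 100% = L-leucinethiol positive control wells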
EWS-Fli inh – EWS/Fli-driven NR0B1 reporter inhibitors, primary screen, A673 cells, NR0B1 luciferase, luminescence, MLPCN library; inhibition, % at 12.6 µM; viability-normalised; AID 651661, 2012; actives 0.67% (n = 350,000);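 active means mean inhibition of at least 50% after viability correction, with every replicate also passing that limit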;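 further: firefly luciferase signal divided by Alamar Blue viability fluorescence both relative to DMSO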
S100A4 inh HTS – inhibitors of S100A4-myosin IIA peptide binding, primary screen, biochemical, fluorescence polarization, TAMRA-MyoIIA peptide | inhibition, % at 10.7 µM | AID 652163, 2013 | actives 0.14% (n = 360,000) | Protein S100-A4 (Homo sapiens), P26447;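 active means mean inhibition of at least 70% across replicates, with every replicate also reaching that level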
Target sequence (P26447 whole entry, looked up): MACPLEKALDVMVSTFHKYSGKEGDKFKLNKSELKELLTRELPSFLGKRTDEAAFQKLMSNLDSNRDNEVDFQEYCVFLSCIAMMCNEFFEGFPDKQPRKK
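Test system: S100A4 monomer protein. Medium: HEPES buffer with Ca2+, pH 7.2. Reagent: fluorescent myosin IIA peptide, 5 nM. Compound dosing: single-point compound testing. Timing: 5 min between mix addition and reading. Benchmarks: DMSO neutral and TFP positive wells.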
FN deposit inh – inhibitors of fibronectin matrix deposition, primary screen, AH1F cells, Alexa488-fibronectin fluorescence, plate reader; AID 743247, 2014; inhibition, % at 12.6 µM; AH1F fibroblasts, overnight; actives 0.086% (n = 350,000);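 active means mean inhibition across replicates of 30% or more, regardless of how many single replicates reach that level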;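 further: positive control wells lacked labelled fibronectin entirely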
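Assay system: AH1F fibroblasts assembling fluorescent fibronectin matrix; Amount: 10000 AH1F cells per well; Buffer or medium: DMEM, 2% serum; Probe or stimulus: Alexa488-fibronectin, 24 nM final in well; Doses: single compound dose, delivered by pin transfer; Incubation: 1 h adhesion, overnight exposure; Measured by: fluorescence 485/525 nm; Read-out: fibronectin deposition inhibition.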
PglD inh – C. jejuni PglD acetyltransferase inhibitors, primary screen, biochemical, DTNB colorimetric, single point. purified PglD enzyme, DTNB colorimetric CoA detection. inhibition, % at 12.5 µM. actives 0.098% (n = 360,000). UDP-N-acetylbacillosamine N-acetyltransferase PglD (Campylobacter jejuni); in the data active means inhibition above about 16%, passing the limit was not always enough; further: strong numbers were not always called active
An asterisk follows results filed as active; · = not tested or not shown.

Start of the data: the first four compounds, to show the layout:
SMILES	PAX8 reporter	LGR2 inh	PGC1a acetyl inh	ERAP1 HTS inh	EWS-Fli inh	S100A4 inh HTS	FN deposit inh	PglD inh
COc1ccc(CC(=O)NCc2ccc(-n3cccc3)cc2)cc1OC	27	7	-20	-2	60*	0	6	-1
COC(=O)/C(=C/c1ccco1)NC(=O)c1ccc(Br)o1	-15	-1	·	1	-5	-6	-2	·
CC(C)(C)NS(=O)(=O)c1ccc(OCC(=O)NCC2CCCO2)cc1 (stereo not given)	·	2	·	-1	-7	1	-4	-6
CCNC(=O)C[C@H]1CC[C@@H]2[C@@H](COc3ccc(NC(=O)Nc4ccccc4OC)cc3C(=O)N2C)O1	-2	1	3	0	-12	-2	-15	2

The listing, from the first entry:
SMILES	PAX8 reporter	LGR2 inh	PGC1a acetyl inh	ERAP1 HTS inh	EWS-Fli inh	S100A4 inh HTS	FN deposit inh	PglD inh
COc1ccc(CC(=O)NCc2ccc(-n3cccc3)cc2)cc1OC	27	7	-20	-2	60*	0	6	-1
COC(=O)/C(=C/c1ccco1)NC(=O)c1ccc(Br)o1	-15	-1	·	1	-5	-6	-2	·
CC(C)(C)NS(=O)(=O)c1ccc(OCC(=O)NCC2CCCO2)cc1 (stereo not given)	·	2	·	-1	-7	1	-4	-6
CCNC(=O)C[C@H]1CC[C@@H]2[C@@H](COc3ccc(NC(=O)Nc4ccccc4OC)cc3C(=O)N2C)O1	-2	1	3	0	-12	-2	-15	2
O=C(Nc1ccc(Cl)cc1)c1cccc(S(=O)(=O)Nc2ccccn2)c1	-4	-10	·	-1	·	-6	-2	-3
Cn1c(Cc2ccccc2)nnc1SCC(=O)NC1CCCCC1	·	-5	·	2	·	-3	·	2
CN(C)c1ccc(Nc2ccc([N+](=O)[O-])cn2)cc1	-92	-68	-11	-3	-106	7	2	-11
CCOC(=O)C1(C)CCN1C(=O)c1cncc(Br)c1 (stereo not given)	-13	7	-7	9	-4	0	-1	-2
Cc1ccc(NS(=O)(=O)c2ccccc2F)cc1S(=O)(=O)N1CCCCCC1	8	8	-3	-4	4	-1	-2	4
Cc1onc(-c2c(Cl)cccc2Cl)c1C(=O)N1CCN(c2ccccc2F)CC1	17	2	-12	2	0	-9	4	-6
Cc1ccc(Cn2nnc3c(=O)n(CC(=O)NCc4ccccc4)cnc32)cc1	4	11	·	0	7	-2	5	·
COc1ccc(S(=O)(=O)N[C@H]2CC[C@@H](CC(=O)NCCc3ccccc3)O[C@@H]2CO)cc1	2	9	-1	-8	-6	4	1	-4
CC/C(=N\NC(=O)c1nnn(-c2nonc2N)c1CN(C)c1ccccc1)c1ccccc1	7	-7	2	1	·	7	-4	4
O=C(NCc1cccnc1)c1ccc(Cn2cc(C(F)(F)F)ccc2=O)cc1	-17	-5	4	0	0	-6	-1	·
C[C@@H]1CN([C@@H](C)CO)C(=O)c2cc(C#CC3CCCC3)cnc2O[C@@H]1CN(C)C(=O)Nc1ccccc1	-10	-6	-9	0	-4	-15	-3	1
CS(=O)(=O)c1ccc(C(=O)OCC(=O)N2CCN(CCC3CCCCC3)CC2)cc1[N+](=O)[O-]	105*	-1	·	8	54*	-1	19	-6
CCCCn1nnnc1C(c1ccccc1)N1CCN(C)CC1 (stereo not given)	-10	-21	·	-4	1	9	-6	·
CCCCCCN1C=CC(=C2C(=O)c3ccccc3C2=O)C=C1	67*	94*	2	0	79*	-6	·	-4
COc1cc(NC(=O)c2ccc(Br)cc2)c(OC)cc1NC(=O)c1ccccc1	36	9	7	3	4	-5	11	-1
CC=Cc1ccc2n(c1=O)C[C@@H]1[C@@H](CO)[C@H](C(=O)Nc3nccs3)N(Cc3ccccc3F)[C@H]21 (mixture of isomers)	4	-10	·	0	-3	9	·	-2
CC(=O)N1CCCCN2[C@@H](CO)[C@H](c3ccc(-c4ccncc4)cc3)[C@@H]2C1	-34	4	6	3	-4	19	·	-2
CCCNC(=O)N(C)C[C@H]1Oc2ncc(-c3ccccc3F)cc2C(=O)N([C@H](C)CO)C[C@H]1C	-10	8	-9	1	-4	4	-2	-2
Nc1cc(=O)[nH]c(SCC(=O)Nc2cccc(S(=O)(=O)N3CCCCCC3)c2)n1	5	-21	0	-3	3	0	0	-9
CC(=O)N(C)C[C@@H]1Oc2ncc(C#CCc3ccccc3)cc2C(=O)N([C@@H](C)CO)C[C@@H]1C	·	-14	4	0	-1	-7	-2	4
COCCCNC(=O)C[C@@H]1C[C@@]2(C(=O)OC)CCCCC=C2N(Cc2ccc(Cl)cc2Cl)C1=O	18	-2	·	-2	-5	9	-15	·

Taken from above.
For LGR2 inh, Cc1ccc(Cn2nnc3c(=O)n(CC(=O)NCc4ccccc4)cnc32)cc1 is listed with 11
For ERAP1 HTS inh, CC(C)(C)NS(=O)(=O)c1ccc(OCC(=O)NCC2CCCO2)cc1 (stereo not given) is listed with -1
For LGR2 inh, CCNC(=O)C[C@H]1CC[C@@H]2[C@@H](COc3ccc(NC(=O)Nc4ccccc4OC)cc3C(=O)N2C)O1 is listed with 1
For PAX8 reporter, O=C(Nc1ccc(Cl)cc1)c1cccc(S(=O)(=O)Nc2ccccn2)c1 is listed with -4
For FN deposit inh, Cc1ccc(NS(=O)(=O)c2ccccc2F)cc1S(=O)(=O)N1CCCCCC1 is listed with -2
For ERAP1 HTS inh, CCCCCCN1C=CC(=C2C(=O)c3ccccc3C2=O)C=C1 is listed with 0
For FN deposit inh, O=C(NCc1cccnc1)c1ccc(Cn2cc(C(F)(F)F)ccc2=O)cc1 is listed with -1

Next section.
SMILES	PAX8 reporter	LGR2 inh	PGC1a acetyl inh	ERAP1 HTS inh	EWS-Fli inh	S100A4 inh HTS	FN deposit inh	PglD inh
C[C@H]1CN([C@@H](C)CO)C(=O)c2cc(-c3ccc(F)cc3)cnc2O[C@H]1CN(C)Cc1ccc(C(=O)O)cc1	·	17	5	9	-5	1	·	-1
COc1cccc(/C=C/C(=O)c2cccc([N+](=O)[O-])c2)c1OC	-110	-1	-47	3	6	1	12	·
O=C(Cc1ccc(N2CCNC2=O)cc1)N1CCCC(Nc2cccc(F)c2)C1 (stereo not given)	16	-8	7	3	55*	-1	3	-2
CO[C@H]1CN(C)C(=O)c2cc(NC(=O)c3cc(C)on3)ccc2OC[C@H](C)N(CC2CC2)C[C@H]1C	-9	-3	6	·	5	19	15	0
O=C(NS(=O)(=O)c1ccc(Cl)cc1)c1ccccc1	15	-6	6	·	10	2	4	-7
Cc1ccc(C)c(NC(=O)c2cnccn2)c1	2	-9	-10	-1	-7	1	4	0
CCCC#Cc1ccc([C@H]2[C@@H](CO)N3C(=O)CN(S(=O)(=O)Cc4ccccc4)C[C@@H]23)cc1	·	8	-4	-2	8	6	·	·
C[C@@H]1CN([C@@H](C)CO)C(=O)c2cc(NS(=O)(=O)c3ccc(Cl)cc3)ccc2O[C@@H](C)CCCCO[C@@H]1CN(C)Cc1ccccc1	52	20	-4	0	9	-1	0	1
CCCNC(=O)N(C)C[C@@H]1Oc2ncc(Br)cc2C(=O)N([C@@H](C)CO)C[C@H]1C	-19	11	4	-1	-8	11	0	0
O=C(NCC1CCCCC1)c1ccc(=O)[nH]c1	12	-25	·	8	6	12	3	8
CC(=O)C1C(=O)CC(c2ccc(Cl)cc2)CC1=O (stereo not given)	24	2	-11	-1	2	-11	0	1
O=C(CSc1ccc2c(c1)OCCO2)Nc1cccnc1	22	-8	-11	2	-9	-1	0	·
O=C(NCCNc1ccc([N+](=O)[O-])cc1)c1cccc2c(Br)cccc12	-6	-3	·	-1	4	-9	7	·
CCOc1cc(C(=O)Nc2cccnc2)cc(OCC)c1OCC	24	-9	7	0	16	-3	0	-3
O=C(C[C@@H]1CC[C@@H](NS(=O)(=O)c2ccccc2)[C@H](CO)O1)N1CCc2ccccc2C1	8	-1	7	2	-8	6	·	1
C=CCn1c(SCC(=O)Nc2sccc2C#N)nc2sc(C)c(C)c2c1=O	·	·	-5	-1	·	1	2	-3
CCCC(=O)Nc1ccccc1-c1nnn(CC(=O)Nc2ccc(OCC)cc2)n1	14	·	4	·	·	·	-1	-3
O=C(NS(=O)(=O)c1ccccc1[N+](=O)[O-])[C@H]1O[C@@H](n2ccc(=O)[nH]c2=O)[C@H](O)[C@@H]1O	3	11	·	1	-13	-2	17	·
C[C@H](CO)N1C[C@H](C)[C@H](CN(C)S(=O)(=O)c2cn(C)cn2)Oc2ccc(NC(=O)C3CC3)cc2C1=O	·	6	11	-2	-11	6	·	4
Cn1cc([N+](=O)[O-])c(C(=O)N/N=C/c2ccc3c(c2)OCO3)n1	-24	-5	·	3	-4	-1	-8	·
O=C(C[C@H]1CC[C@H](NC(=O)NC2CCCCC2)[C@@H](CO)O1)NCc1ccc(Cl)cc1	6	-5	1	2	1	-2	7	-2
O=C(/C=C/[C@H]1O[C@@H](n2cnc3c(NC(=O)c4ccccc4)ncnc32)[C@H](O)[C@@H]1O)NCC1CCCO1 (stereo not given in full)	-19	-12	7	-1	1	2	2	0
Cc1noc(C)c1NC(=O)N(C)C[C@@H]1Oc2ccc(NC(=O)Cc3ccccc3)cc2CC(=O)N([C@H](C)CO)C[C@H]1C	14	-6	-3	1	-9	20	-8	-1
COc1ccc(NS(=O)(=O)c2ccc(C)c(C(=O)N(C)Cc3ccc(C)cc3)c2)cc1	·	-4	·	0	-6	0	0	-3
COc1cccc(C(=O)Nc2sc(C(C)C)cc2C(N)=O)c1OC	16	7	-9	-1	-49	-3	-4	·
Cc1cccc(C)c1NC(=O)CSc1nnc(C)n1CC1CCCO1 (stereo not given)	12	·	6	-7	-8	-1	4	·
COC(=O)CN1C(=O)S/C(=C/c2ccc(N3CCCCC3)o2)C1=O	9	·	-1	·	·	·	10	12
COc1ccccc1C(=O)Nc1ccc(OCc2nnc3c4ccccc4c(C)nn23)cc1	2	·	·	2	-16	8	9	·
COc1cnc(SCCC(F)=C(F)F)[nH]c1=O	-2	·	9	0	-2	-1	0	·

High-throughput results from PubChem BioAssay.
